KDM5B inhibitor = KDM5B demethylase inhibition | Q9UGL1 | KDM5B demethylase, FDH-coupled NADH fluorescence (FDH is formaldehyde dehydrogenase) | Potency, µM (doses to about 57.7 µM), without a hit: at the top dose activity change, negative = inhibition, hits mostly inhibitors | 2.6% of 220,000 active | AID 1347165; active means well fitted inhibition curve with a large enough effect; inconclusive means small, poorly fitted or top-dose-only effect; inactive means no such curve, though single readings can be large or run the other way; further: 0% is about no effect; nearly all actives have a fitted effect of over 70% in size
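Measured: NADH fluorescence change, 30 min, RT. System: KDM5BΔAP 200 nM final, H3K4me3 peptide, α-KG, Fe(II), ascorbate, NAD⁺ plus FDH, pH 7.5 HEPES. Compounds: titrated, 10 min pre-incubation with enzyme.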
* marks the source's active call; other numbers are inactive results; i = inactive; ? = inconclusive; [ ] = dose if it differs, or a comment. Potency means the concentration at half of the fitted maximal effect. An excerpt (hit frequency here may not be typical).

KDM5B inhibitor | SMILES
-7% | Cc1ccc(NS(=O)(=O)c2ccccc2)c(=O)n1CC(=O)NC1CCCC1
-9% | COc1cccc(NC(=O)C2(Cc3ccccc3)CCCCC(=O)N2)c1 (stereo unspecified)
? | COc1cccn(CC(=O)N(C)Cc2csc(C(C)C)n2)c1=O
-1% | O=C(CSc1ccc2ccccc2n1)Nc1nsc(-c2ccc(Cl)cc2)n1
13% | O=C(O)C1c2ccccc2C(=O)N(Cc2ccc(F)cc2)C1c1ccncc1 (stereo unspecified)
-22% | CN1CC(=O)N(C2CCC2)Cc2c1ncnc2N1CCC(Cc2ccccc2)CC1
5% | CCOc1ccc(NC(=O)C(CC)n2nc(-c3ccc(C)c(C)c3)ccc2=O)cc1 (stereo unspecified)
2% | COc1ccccc1CNc1ccc(-c2nc(-c3cccc(C)c3)no2)cc1[N+](=O)[O-]

Grouped by structure, the compounds so far with an aryl methoxy group
KDM5B inhibitor | SMILES
-9% | COc1cccc(NC(=O)C2(Cc3ccccc3)CCCCC(=O)N2)c1 (stereo unspecified)
? | COc1cccn(CC(=O)N(C)Cc2csc(C(C)C)n2)c1=O
2% | COc1ccccc1CNc1ccc(-c2nc(-c3cccc(C)c3)no2)cc1[N+](=O)[O-]

The listing continues:
KDM5B inhibitor | SMILES
5% | CCOC(=O)/C(=C/Nc1ccc(F)cc1)[N+](=O)[O-]
-10% | O=C1C(C2=CCCCC2)CCCC1C1=CCCCC1 (stereo unspecified)
12% | CC1=Nc2cc(C(=O)NC(C)c3ccc4c(c3)OCCO4)ccc2Sc2ccc(Cl)cc21 (stereo unspecified)
4% | O=C(C[C@@H]1C[C@@H]2C=C[C@H]1C2)NCc1cccnc1-n1cnc2ccccc21
? | CCOC(=O)CC(NC(=O)c1cc2cc(OC)ccc2oc1=O)c1ccc(C)cc1 (stereo unspecified)
? | O=C(NCCc1csc(-c2cccnc2)n1)C1CC2(CCNCC2)CN1 (stereo unspecified)
-12% | CCc1c(C)sc(NC(=O)Cc2ccc(Cl)cc2)c1C#N
-8% | Cc1ccc(-c2nc(CS(=O)CC(=O)O)c(C)o2)cc1 (stereo unspecified)
0% | O=C(O)CSCc1ccccc1Cl
-3% | Cc1cc(C)c(C(=O)C(C)Oc2ccc(C#N)cc2)cc1C (stereo unspecified)
-20% | O=C(C[n+]1cccc2ccccc21)c1ccc(Cl)cc1
? | CCC(Sc1nnc2c3ccccc3n(CC)c2n1)C(=O)Nc1nnc(C(C)C)s1 (stereo unspecified)
-18% | Cc1ccc(/C=N/NS(=O)(=O)c2ccc(C)c([N+](=O)[O-])c2)s1
? | COc1ccc(C(=O)Nc2ccc3oc(-c4ccc5ccccc5c4)nc3c2)cc1Br
10% | O=C(Cn1nnc(-c2cccs2)n1)NNC(=O)c1ccccc1Cl
-8%[86.2 µM] | O[C@@H]1C[C@@H](c2nc(Cc3ccccc3)no2)N(Cc2ccccc2)C1
? | CN(C(=O)c1cc2c(s1)-c1ccc(Cl)cc1SC2)c1cccc(C(F)(F)F)c1
19% | C1CCNC(CN2CCOCC2)CC1 (stereo unspecified)
-7% | O=C(Nc1cccc(Cl)c1)c1cc(-c2cccc(O)c2)on1
? | COC(=O)c1ccc(C2C(C#N)=C(N)Oc3c2ccc2ccccc32)cc1 (stereo unspecified)
? | Cc1ccc(C)n1-c1nnc(N2CCCC(C(=O)NCc3ccc(Cl)cc3)C2)s1 (stereo unspecified)
19% | CCOC(=O)C1(Cc2ccccc2F)CCCN(C(=O)CCc2c[nH]c3ccccc23)C1 (stereo unspecified)
i | COc1ccc(S(=O)(=O)N2CCCCC2)cc1NC(=O)c1cccs1
-7% | O=C(NC1CCCc2c1cnn2-c1ccc(F)cc1F)c1ccccc1N1CCOCC1 (stereo unspecified)
18% | CCN(Cc1ccc(Br)s1)C(=O)c1cnccn1
-19% | O=C(NCc1ccncc1)c1cc(-c2cccnc2)nc2ccccc12
-1% | CC(NC(=O)CSc1ccc(F)c(F)c1)c1nc2ccccc2[nH]1 (stereo unspecified)
-4%[86.2 µM] | CC1(C(=O)NCC2CC2)CCc2cnc(Nc3ccccc3)nc21 (stereo unspecified)
? | Cc1ccc(-c2nnc(Nc3ccc(C(=O)N(C)C)cc3)c3ccccc23)cc1S(=O)(=O)N(C)C
-4% | CC(=O)c1cc(Cl)ccc1OCC(=O)N1CCC(c2ccccc2)=N1
-11% | O=C(Nc1cc(F)c(F)c(F)c1)N1CCC(n2cnnc2C2CC2)C1 (stereo unspecified)
18% | O=C(NC(=S)NC1CCS(=O)(=O)C1)c1cccc([N+](=O)[O-])c1 (stereo unspecified)
-7% | Cc1c(CC(=O)NCCc2ccccc2F)c(=O)oc2c(C)c3occ(C(C)(C)C)c3cc12
? | CCC(=O)N1N=C(c2c(-c3ccccc3)c3cc(Cl)ccc3n(C)c2=O)CC1c1cccs1 (stereo unspecified)
i | COc1cc(-c2nc(-c3c(C)noc3C)cc3c2cc(C)n3C)ccn1
? | CCOC(=O)c1ccc(NC(=O)CCc2c(C)n(CC)c3cc(-c4ccccc4OC)nn3c2=O)cc1
-22% | COc1ccc(CNC(=O)C(Cc2ccccc2)NS(=O)(=O)c2ccc3c(c2)CCN3C(C)=O)cc1 (stereo unspecified)
6% | COc1ccc(OC)c(CN2CCC3(CC2)OC(=O)N(Cc2cccnc2)C3(C)c2ccccc2)c1 (stereo unspecified)
28% | O=C(c1ccccc1)N1CCN(C(=O)C2CC2)CC1
35µM* | COCCn1c2c(c(=O)n1-c1ccccc1)CCN(Cc1ccncc1Cl)C2
-11% | COc1ccc(C(=O)Nc2ccc(-c3nc4ccccc4s3)cc2C)cc1Cl
35µM* | Cc1ccccc1CN1Cc2nc(-c3ccc4c(c3)OCO4)ccc2OCC1=O
-2% | COc1ccc(-c2nnc(SCc3nnc(C)o3)n2CCc2ccccc2)cc1
12% | COc1cc(CNC(=O)c2cnc3c(c2)N(C(=O)Cc2ccccc2OC)CCC3)cc(OC)c1
3% | CCc1cccc(OCC(=O)Nc2ccc3oc(C)nc3c2)c1
i | COc1ccc(C(=O)Nc2nc3c(s2)CCCC3)cc1Cl
-10% | Cc1nc(-c2cccc(S(=O)(=O)N3CCC(C(=O)NCc4ccccc4Cl)CC3)c2)no1
20% | CCn1ccc2cc(S(=O)(=O)N3CCC(C(=O)N4CCC5(CC4)OCCO5)CC3)ccc21
32µM* | O=C1c2cc(N3CCOCC3)nc(-c3cccnc3)c2CN1C1COC1
17% | CC(=O)N1CC(N(Cc2ccccc2)C2CCOCC2)C1
17% | Cc1ccc(Cl)cc1NC(=O)C(=O)c1cn(CC(=O)N2CCOCC2)c2ccccc12
-4% | CCOc1ccc2c(c1)C(=NNC(=O)c1ccccn1)c1cc(OCC)ccc1-2
? | Cc1cc2c(cc1C)NC(CC(=O)Nc1ccccc1SC(F)(F)F)C(=O)N2 (stereo unspecified)
-9% | CCC(=O)Nc1sc2c(c1C#N)CCC(C(C)(C)CC)C2 (stereo unspecified)
392%[activator] | CCc1cccc(NC(=O)c2cc3c(s2)-c2ccccc2OC3)c1
? | COc1cc(/C=C(\C#N)c2nc3ccccc3[nH]2)cc(Cl)c1OCc1ccccc1Cl

In the list so far, 5 contain a cyano group:
KDM5B inhibitor | SMILES
-12% | CCc1c(C)sc(NC(=O)Cc2ccc(Cl)cc2)c1C#N
-3% | Cc1cc(C)c(C(=O)C(C)Oc2ccc(C#N)cc2)cc1C (stereo unspecified)
? | COC(=O)c1ccc(C2C(C#N)=C(N)Oc3c2ccc2ccccc32)cc1 (stereo unspecified)
-9% | CCC(=O)Nc1sc2c(c1C#N)CCC(C(C)(C)CC)C2 (stereo unspecified)
? | COc1cc(/C=C(\C#N)c2nc3ccccc3[nH]2)cc(Cl)c1OCc1ccccc1Cl

The listing continues:
KDM5B inhibitor | SMILES
11% | O=C(c1ccsc1)N1CC(Oc2ccc(-c3nc(-c4ccccc4)no3)cc2)C1
? | Oc1ccccc1/C=N/NC(=S)NC1CC2CCC1C2 (stereo unspecified)
-8% | Cc1ccc(Cl)cc1NC(=O)Cn1c(C)cc2nc3n(c(=O)c21)CCC3
8% | CCCC(C(=O)NC(C)(C)CC)N(CC1CCCO1)C(=O)CNS(=O)(=O)c1ccc(F)cc1 (stereo unspecified)
38%[activator] | COCCn1c(=O)[nH]c2cc(C(=O)Nc3nnc(C)s3)ccc21
29% | CCN(C)C(C)C(=O)N1CCc2onc(-c3ccc(C(F)(F)F)cc3)c2C1 (stereo unspecified)
70%[activator] | COCC1CN(C(=O)Cn2nc(C(F)(F)F)cc2C)CC12CCNCC2 (stereo unspecified)
-4% | CNC(=O)CNC(=O)c1ccc(F)cc1Br
5% | COc1ccc(C(=O)N2CCCC(c3nc(CCOCC4CCCC4)no3)C2)cc1F (stereo unspecified)
? | COc1cc(OC)c(NC2=CC(=O)C(=O)c3ccccc32)cc1Cl
? | Cc1cccc(CNC(=O)c2sc3ncnc(N(C)C4CCCCC4)c3c2C)c1
22% | Nc1c(C(=O)Nc2ccccc2)sc2ncc([N+](=O)[O-])cc12
-14% | CCN(CC)S(=O)(=O)c1ccc2c(c1)nc(CN(C)C(=O)Nc1ccc(Cl)cc1)n2C
7%[86.2 µM] | CNC(=O)[C@@H](C1CC1)N1CCC[C@H]1C(=O)NCc1ccccc1
14% | N#CC(C(=O)c1ccccc1Cl)=C1SCCCS1
17% | Cc1ccc(S(=O)(=O)Nc2nc3ccccc3nc2Nc2ccc(F)cc2)cc1
-11% | CCCNC(=O)N(C1CCOCC1)C1CCN(C(=O)c2ccc(OC)nc2OC)CC1
-28% | CCc1ccc(Nc2sc(C(=O)c3ccc(F)cc3)c(N)c2S(=O)(=O)c2ccccc2)cc1
? | O=C(Nc1ccc2nc(SCCOc3ccccc3Cl)sc2c1)c1ccco1
6% | CC(C(=O)Nc1ccc2[nH]c(=O)[nH]c2c1)N(C)Cc1c(F)cccc1Cl (stereo unspecified)
28µM* | CCc1noc(-c2cccn3c(CNC(=O)c4ccccc4)nnc23)n1
-4% | Cc1ccc(C)c(CNC(=O)Cn2c(C)ccc(NS(=O)(=O)c3ccccc3)c2=O)c1
8% | CCOC(=O)c1ccc(Oc2coc3cc(OCc4ccccc4)ccc3c2=O)cc1
7%[115 µM] | O=C1OC[C@@H]2CCN(C3COC3)Cc3ccc(F)cc3N12

The last 7 records of the section before come first, to join the parts:
KDM5B inhibitor | SMILES
-28% | CCc1ccc(Nc2sc(C(=O)c3ccc(F)cc3)c(N)c2S(=O)(=O)c2ccccc2)cc1
? | O=C(Nc1ccc2nc(SCCOc3ccccc3Cl)sc2c1)c1ccco1
6% | CC(C(=O)Nc1ccc2[nH]c(=O)[nH]c2c1)N(C)Cc1c(F)cccc1Cl (stereo unspecified)
28µM* | CCc1noc(-c2cccn3c(CNC(=O)c4ccccc4)nnc23)n1
-4% | Cc1ccc(C)c(CNC(=O)Cn2c(C)ccc(NS(=O)(=O)c3ccccc3)c2=O)c1
8% | CCOC(=O)c1ccc(Oc2coc3cc(OCc4ccccc4)ccc3c2=O)cc1
7%[115 µM] | O=C1OC[C@@H]2CCN(C3COC3)Cc3ccc(F)cc3N12
-48% | Cc1ccc(OCC(=O)NCC(=O)OCc2cc(=O)n3nc(C(C)C)sc3n2)cc1
16% | N#CCCN(C(=O)Cn1nc(Cc2cccnc2)c2ccccc2c1=O)c1ccccc1
13% | COc1cc(CNCCc2ccc(F)cc2)ccc1OCC(O)CN1CCSCC1 (stereo unspecified)
15% | NC(=O)CN1CCC(c2nc(-c3ccc4nc[nH]c4c3)no2)CC1
-7% | CCOc1ccc(CNC(=O)C2CCN(c3nc4ccccc4o3)CC2)cc1
? | COc1cccc(N(C(=O)c2snc(C(N)=O)c2N)C(C(=O)NCc2ccccc2)c2ccc(O)cc2)c1 (stereo unspecified)
29% | Cc1cc2oc(=O)cc(-c3ccccc3)c2c2occ(-c3ccccc3)c12
? | COc1ccc(-c2cc(C(=O)NC3CCNCC3)c3c(C4CCCN4)noc3n2)cc1 (stereo unspecified)
20% | COc1ccccc1CN=C1NC(=O)C(CC(=O)Nc2ccc(C(C)=O)cc2)S1 (stereo unspecified)
35µM* | O=C1CC2CCCC(C1)N2C(=O)c1cccc2[nH]ccc12
-20% | Cc1cccc(N(C)C(=O)Cn2c(-c3cccc(Cl)c3)nc(C)c(CCO)c2=O)c1
-9% | CCNC(=O)N1CC(c2nnc(C(C)C)o2)C2(CCOCC2)C1 (stereo unspecified)
23% | CCOC(=O)C1CCN(C(=O)c2cc3ccccc3oc2=O)CC1
? | Cc1ccc(CN2C(=O)c3ccccc3NC2c2cc(Br)ccc2O)cc1 (stereo unspecified)
13% | COCCN1C(=O)c2ccccc2C(C(=O)Nc2ccccc2C)C12CCCCC2 (stereo unspecified)
-13% | CCC1CN(C(=O)N2CCC(C(=O)NCCC3=CCCCC3)CC2)c2ccccc2O1 (stereo unspecified)
6% | CC(C)Cn1nc(C(=O)Nc2nc3c(s2)CCC3)c2ccccc2c1=O
-23% | CCn1cc(CN(C)CC2(O)CCCN(Cc3ccc(C(C)C)cc3)C2=O)cn1 (stereo unspecified)
25µM* | COC[C@@H]1CN(c2cnccn2)C[C@H]1C(=O)Nc1ccc(OC)nc1
-20% | COc1ccc(-c2noc(CC3CCN(C(=O)c4ccc5c(c4)OCO5)CC3)n2)cc1
13% | COC(=O)c1[nH]c2ccc(C)cc2c1NC(=O)c1ccccc1F
-13% | Cc1cc(C)c(NC(=O)CSC2=C(C#N)C(c3ccc(C)o3)C3=C(CCCC3=O)N2)c(C)c1 (stereo unspecified)
13% | O=C(OCc1csc(-c2ccccc2)n1)c1ccc(S(=O)(=O)N2CCOCC2)cc1
-18% | CCn1ncc(CN(C)C(=O)c2c(C)oc3c2CN(Cc2ccc(OC)cc2)CC3)c1C
-5%[86.2 µM] | Cc1ccc2c(c1)nc1n2[C@@H](CNC2CCOCC2)COC1
-13% | COc1ccc(C(=O)N2CCC(C(=O)Nc3ccc(Cl)cc3)CC2)cc1

Screening data from PubChem.
